Source: PubChem BioAssay
mIDH1 inhibitor: inhibitors of human mutant IDH1 R132H | 390,000 compounds, 0.093% hits | IDH1-R132H enzyme, NADPH consumption, diaphorase/resazurin fluorescence | Potency, µM (top dose mostly 76.6 µM), for inactives: at the top dose activity change, negative = inhibition, actives largely listed as inhibitors | O75874 | AID 602179; also: potency is read from the fitted curve at half-maximal effect; % is scaled to controls: 0 for no effect and ±100 for the full control effect; nearly all actives have a fitted effect of over 65% in size
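IDH1-R132H (0.5 ug/mL dispensed) in pH 7.5 Tris buffer was preincubated 30 min with compound, then given a substrate mix of 0.016 mM NADPH and 2 mM alpha-KG for 80 min at room temperature; remaining NADPH was read by diaphorase/resazurin fluorescence.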
USP1-UAF1 inh: USP1/UAF1 (human) deubiquitinase inhibition; O94782; recombinant USP1/UAF1, Ub-Rhodamine cleavage fluorescence; Potency, µM (titrated, usually from 57.1 µM), without a hit: top-dose activity change, negative = inhibition, usual class: inhibitors; 390,000 compounds, 0.23% hits; AID 743255; also: potency is read from the fitted curve at half-maximal effect; % is scaled to controls: 0 for no effect and ±100 for the full control effect; nearly all actives have a fitted effect of over 60% in size; inactives centre near -12
Target sequence (O94782 whole entry, looked up): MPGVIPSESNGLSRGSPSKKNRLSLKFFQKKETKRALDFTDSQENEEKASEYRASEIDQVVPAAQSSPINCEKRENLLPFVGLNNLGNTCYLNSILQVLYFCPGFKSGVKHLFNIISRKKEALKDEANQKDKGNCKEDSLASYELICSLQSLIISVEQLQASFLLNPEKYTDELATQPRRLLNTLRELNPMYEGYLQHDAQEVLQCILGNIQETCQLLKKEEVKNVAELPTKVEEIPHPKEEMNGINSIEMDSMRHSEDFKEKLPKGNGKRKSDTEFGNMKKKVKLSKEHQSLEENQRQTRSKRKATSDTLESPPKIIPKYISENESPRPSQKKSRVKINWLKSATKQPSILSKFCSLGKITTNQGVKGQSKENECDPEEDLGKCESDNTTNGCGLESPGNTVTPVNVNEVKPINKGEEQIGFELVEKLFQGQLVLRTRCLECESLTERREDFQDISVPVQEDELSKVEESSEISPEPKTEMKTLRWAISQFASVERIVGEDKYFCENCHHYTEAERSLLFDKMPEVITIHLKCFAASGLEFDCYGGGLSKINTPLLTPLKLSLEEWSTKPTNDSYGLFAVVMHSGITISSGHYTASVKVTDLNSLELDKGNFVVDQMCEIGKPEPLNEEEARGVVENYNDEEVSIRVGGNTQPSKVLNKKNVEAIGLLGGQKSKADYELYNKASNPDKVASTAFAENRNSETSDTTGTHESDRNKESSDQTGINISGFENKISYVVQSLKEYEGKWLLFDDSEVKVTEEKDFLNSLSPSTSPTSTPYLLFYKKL
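1 nM enzyme complex + cpd, 15 min RT; start with Ub-Rho 150nM final; kinetic fluorescence ex 480/em 540, 6 reads q60 s. Buffer 50mM HEPES pH 7.8, 0.5mM EDTA, 0.1 mg/ml BSA, 1mM TCEP, 0.01% Tween-20.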
TrxR1 substrate: substrates of rat thioredoxin reductase 1; purified TrxR1 substrate turnover, NADPH consumption readout; 390,000 compounds, 0.01% hits; Potency, µM (titrated, usually from 114 µM), for inactives: at the highest dose activity change, negative = substrate turnover; also: potency is read from the fitted curve at half-maximal effect; % is scaled to controls: 0 for no effect and ±100 for the full control effect; nearly all actives have a fitted effect of over 50% in size
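Rat TrxR1, dispensed at 90 nM, was prereduced with 400 uM NADPH (final) for 5 min at ~22 deg C, then incubated with compound 15 min before 400 uM selenite. A first-read NADPH fluorescence drop versus no-compound background flagged substrates.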
LDHA block: inhibitors of human lactate dehydrogenase A. P00338. purified LDHA, NADH/diaphorase-resazurin fluorescence; stronger effect = lower value. 480,000 compounds, 0.15% hits. activity change, % (values are at about 110 or 230 µM); in the data active = activity change below about -30%; inconclusive = mostly about -25% to -30%;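 also: plate controls were DMSO wells for no effect and wells without enzyme for full effect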
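Remaining NADH was detected by diaphorase (0.133 mg/mL) converting 37 µM resazurin to fluorescent resorufin, read at 0 and 20 minutes. The preceding 5-minute room-temperature reaction used 2 nM LDHA, 0.2 mM sodium pyruvate and 0.06 mM NADH at pH 7.4.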
Vif-A3F inh: Vif-A3F binding inhibition; AID 602313; HeLa A3F-eYFP + Vif (tagged APOBEC3F with the HIV-1 protein that degrades it), YFP fluorescence increase; Potency, µM (highest dose often 46.1 µM), for the others: top-dose activity, negative = active; 390,000 compounds, 0.2% hits; also: potency is read from the fitted curve at half-maximal effect; % of control where 0% means no effect; nearly all actives have a fitted effect of over 65% in size
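HeLa cells stably expressing Vif plus C-terminally eYFP-tagged A3F were seeded, incubated overnight at 37 deg C, dosed with compound, incubated overnight again at 37 deg C. Yellow fluorescence (Ex 488/Em 500-530) reported blocked Vif-mediated A3F-eYFP degradation.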
PI4K2A block: blocks human PI4K2A kinase activity; Q9BTU6; purified PI4K2A, ADP-Glo luminescence, 1 h; stronger effect = lower value; activity change, negative = inhibition, % at 76.9 µM; 420,000 compounds, 0.13% hits; AID 1346378; in the data active = activity change below about -50%; inconclusive = mostly about -30% to -49%;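 also: -100% = wells without enzyme as full effect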
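ADP-Glo luminescence measured ADP generated by PI4K2A enzyme (4 ug/mL before mixing) with 1.2 mM PI substrate (pre-mix) and 300 microM ATP (pre-mix). Tris pH7.5 buffer with MgCl2, Triton X-100; 1 h reaction at ambient temperature.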
Vif-A3G inh: inhibitors of Vif-APOBEC3G interaction | AID 602310 | Q9HC16 | Potency, µM (titrated, usually from 46.1 µM), without a hit: top-dose activity, negative = active, actives largely listed as inhibitors | HeLa A3G-eYFP + Vif (tagged APOBEC3G with the HIV-1 protein that degrades it), YFP fluorescence, overnight | 410,000 compounds, 0.076% hits;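 also: potency is read from the fitted curve at half-maximal effect; % is scaled to controls: 0 for no effect and ±100 for the full control effect; nearly all actives have a fitted effect of over 60% in size; hits raise eYFP signal because A3G escapes Vif-driven loss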
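Read-out is eYFP fluorescence (Ex 488/Em 500-530) from Vif-expressing HeLa A3G-eYFP cells; more signal means A3G escaped Vif-mediated degradation. Cells plated overnight, compound pinned in, incubated overnight at 37 deg C.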
GRP78 ERSR act: inducers of ER stress response in human glioma cells; U87-MG GRP78 promoter luciferase reporter, 16 h; Potency, µM, without a hit: at the highest dose activation, usual class: activators; 420,000 compounds, 0.02% hits; also: potency is read from the fitted curve at half-maximal effect; series mostly up to about 76 µM; % of control where 0% means no effect; nearly all actives have a fitted effect of over 35% in size
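Stably transfected U87-MG glioma cells carrying a GRP78-based luciferase sensor; 16 h compound incubation. Luminescence end-point read 10 min after Bright-Glo addition at room temperature.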
RXFP1 agonist: activates the human relaxin receptor RXFP1. Q9HBX9. HEK293T-RXFP1 cAMP TR-FRET, 30 min; response scale: percent of porcine relaxin response, buffer zero. Potency, µM (doses to about 57.5 µM), for inactives: top-dose activation, hits mostly activators. 370,000 compounds, 0.3% hits. AID 2676; also: potency is read from the fitted curve at half-maximal effect; % is scaled to controls: 0 for no effect and ±100 for the full control effect; nearly all actives have a fitted effect of over 60% in size; many of its hits are not listed in these tables
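HEK293T cells stably expressing RXFP1 were pretreated with the PDE4 inhibitor Ro 20174, exposed to compounds for 30 min at 37C, lysed, and cAMP was read by TR-FRET. Data normalized to buffer (basal) and 29 nM porcine relaxin (100%).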
* marks the source's active call; other numbers are inactive results; ? = inconclusive; / = not tested or not shown; & = joins results of further samples; [ ] = another dose, or the depositor's remark. Unless noted, calls follow the shape of the dose curve; as a rule, active = well fitted curve in the direction sought with a large enough effect; inconclusive = small, poorly fitted or top-dose-only effect, or another doubt; inactive = no such curve, though single readings can be large; an effect the other way counts as inactive or inconclusive. A portion of the library; rates above refer to the full screens.

1: O=C(CNC(=O)c1cccc(F)c1)N/N=C/C=C/c1ccccc1
2: COc1cc2c(cc1OC)N1C(=O)CC(OCC(=O)O)C3C4CC5(CCN5C(=O)C4=O)C2C31 (stereo not drawn)
3: CCCCCNC(=O)C1CCC(Cn2c(=O)c3sccc3n(CC)c2=O)CC1 (stereo not drawn)
4: COc1ccc(/C=C/c2ccc3ccccc3n2)cc1OC
5: O=C(OCC(=O)N1CCN(c2ccccc2)CC1)c1ccccc1[N+](=O)[O-]
6: Cc1ccc(S(=O)(=O)Nc2cccc(-c3cn4cccc(C)c4n3)c2)cc1
7: CCCCc1ccc(NC(=O)Cn2cnc3c2c(=O)n(C)c(=O)n3C)cc1
8: Cc1cccc(Oc2ccccc2N)c1
assay / compound | 1 | 2 | 3 | 4 | 5 | 6 | 7 | 8
mIDH1 inhibitor | 0.2% | -0.1% | -4.3% | / | -0.1% | 22.3% | 8.9% | 0.0%
USP1-UAF1 inh | -21.3% | -4.4% | -25.1% | / | -14.6% | -6.9% | -20.5% | 1.0%
TrxR1 substrate | -5.9% | -2.7%[57.1 µM] | 4.6%[57.1 µM] | 59.6%[activator] | -2.8% | -9.3%[57.1 µM] | -2.1% | -3.8%
LDHA block | -2.1 | 1.6 | -0.6 | 4.2&-6.8 | -10.7 | -1.9 | -2.7&-0.9 | 2.1
Vif-A3F inh | 6.2% | -12.2% | 2.0% | / | -2.7% | -2.0% | -3.0% | 1.3%
PI4K2A block | 0.4 | -5.3 | -0.6 | / | 0.0 | 1.4 | 1.5 | 2.1
Vif-A3G inh | -0.4% | 2.7% | 0.0% | -4.0% | 2.1% | -1.9% | 5.7% | 1.9%
GRP78 ERSR act | -3.4% | -3.1% | -3.2% | -10.0% | -3.6% | -0.1% | -4.7% | -1.5%
RXFP1 agonist | -0.3% | -0.2% | 2.3% | / | 1.1% | -1.1% | -0.9% | 1.3%

9: CCN(CC)c1ccc(/C=N/NC(=O)c2cccc(S(=O)(=O)Nc3ccccc3OC)c2)cc1
10: CCCN1Cc2cccc(C(=O)Nc3cc(Cl)ccc3C)c2C1=O
11: Cc1cc(C)c(S(=O)(=O)c2ccccc2C)c(Oc2ccccc2)n1
12: COCCNc1ncnc2c1ncn2[C@H]1CN(Cc2ccc(OC)cc2)C[C@@H](CO)O1
13: O=C1CCCN1c1ccc(S(=O)(=O)NCc2ccc(F)cc2)cc1
14: N=c1oc2ccc(Cl)cc2cc1C(=O)Nc1ccc(F)cc1
15: N#CC(=C1C=CC(=NO)C(Cl)=C1)c1ccc(Cl)cc1
16: Clc1cccc(-n2ncc3c(NCCCN4CCOCC4)ncnc32)c1
assay / compound | 9 | 10 | 11 | 12 | 13 | 14 | 15 | 16
mIDH1 inhibitor | -2.7% | -13.4% | 1.0% | / | 0.0% | -2.5% | ? | 26.7%
USP1-UAF1 inh | -24.2% | -14.6% | -25.8% | / | -2.9% | -21.6% | -22.5% | -36.0%
TrxR1 substrate | -5.4% | -2.9% | -1.6% | / | -4.1% | 2.6%[57.1 µM] | -8.8% | 2.9%[57.1 µM]
LDHA block | -6.5 | 0.3&0.0 | -0.4 | -1.7 | -7.2 | -3.4 | -4.6 | -4.1
Vif-A3F inh | 9.4% | -0.6% | 0.3% | / | 1.2% | -7.3% | -6.5% | 0.8%
PI4K2A block | -0.2 | 0.5 | -1.9 | -2.1 | 4.4 | 0.6 | -4.2 | 5.3
Vif-A3G inh | -1.0% | 2.3% | 1.0% | -4.1% | 0.0% | 3.4% | -15.1% | -5.5%
GRP78 ERSR act | 5.2% | -1.2% | -2.2% | -1.6% | -2.2% | -2.1% | 0.1% | 0.4%
RXFP1 agonist | 7.7% | -2.6% | 0.7% | / | 1.2% | 6.8% | / | 1.5%

17: CN(CCNC(=O)C1(O)c2ccccc2NC(=O)N1c1ccccc1)Cc1ccccc1 (stereo not drawn)
18: COCCNC(=S)N/N=C/c1ccc2c(c1)OCCO2
19: O=c1c2ccccc2oc2nc(C3CCCCC3)n(Cc3ccco3)c(=O)c12
20: CCn1c(C2CC(=O)N(Cc3ccccc3)C2)nc2ccccc21 (stereo not drawn)
assay / compound | 17 | 18 | 19 | 20
mIDH1 inhibitor | 11.0% | -1.4% | 3.8% | 0.2%
USP1-UAF1 inh | -8.2% | -14.0% | -15.3% | -14.3%
TrxR1 substrate | 18.6%[57.1 µM] | -12.6% | -1.0% | 2.8%[57.1 µM]
LDHA block | -4.7 | -5.1 | 2.9 | 1.4
Vif-A3F inh | -6.2% | -17.0% | / | 0.2%
PI4K2A block | -2.6 | 0.1 | 0.8 | 0.2
Vif-A3G inh | 0.6% | -2.4% | 1.7% | 0.6%
GRP78 ERSR act | -1.0% | 1.8% | -4.8% | -3.4%
RXFP1 agonist | 0.0% | 2.7% | 1.0% | 0.5%

Ordered by length of the SMILES (falling): part of the list above.
9: CCN(CC)c1ccc(/C=N/NC(=O)c2cccc(S(=O)(=O)Nc3ccccc3OC)c2)cc1
12: COCCNc1ncnc2c1ncn2[C@H]1CN(Cc2ccc(OC)cc2)C[C@@H](CO)O1
17: CN(CCNC(=O)C1(O)c2ccccc2NC(=O)N1c1ccccc1)Cc1ccccc1 (stereo not drawn)
19: O=c1c2ccccc2oc2nc(C3CCCCC3)n(Cc3ccco3)c(=O)c12
11: Cc1cc(C)c(S(=O)(=O)c2ccccc2C)c(Oc2ccccc2)n1
13: O=C1CCCN1c1ccc(S(=O)(=O)NCc2ccc(F)cc2)cc1
16: Clc1cccc(-n2ncc3c(NCCCN4CCOCC4)ncnc32)c1
20: CCn1c(C2CC(=O)N(Cc3ccccc3)C2)nc2ccccc21 (stereo not drawn)
15: N#CC(=C1C=CC(=NO)C(Cl)=C1)c1ccc(Cl)cc1
18: COCCNC(=S)N/N=C/c1ccc2c(c1)OCCO2
assay / compound | 9 | 12 | 17 | 19 | 11 | 13 | 16 | 20 | 15 | 18
mIDH1 inhibitor | -2.7% | / | 11.0% | 3.8% | 1.0% | 0.0% | 26.7% | 0.2% | ? | -1.4%
USP1-UAF1 inh | -24.2% | / | -8.2% | -15.3% | -25.8% | -2.9% | -36.0% | -14.3% | -22.5% | -14.0%
TrxR1 substrate | -5.4% | / | 18.6%[57.1 µM] | -1.0% | -1.6% | -4.1% | 2.9%[57.1 µM] | 2.8%[57.1 µM] | -8.8% | -12.6%
LDHA block | -6.5 | -1.7 | -4.7 | 2.9 | -0.4 | -7.2 | -4.1 | 1.4 | -4.6 | -5.1
Vif-A3F inh | 9.4% | / | -6.2% | / | 0.3% | 1.2% | 0.8% | 0.2% | -6.5% | -17.0%
PI4K2A block | -0.2 | -2.1 | -2.6 | 0.8 | -1.9 | 4.4 | 5.3 | 0.2 | -4.2 | 0.1
Vif-A3G inh | -1.0% | -4.1% | 0.6% | 1.7% | 1.0% | 0.0% | -5.5% | 0.6% | -15.1% | -2.4%
GRP78 ERSR act | 5.2% | -1.6% | -1.0% | -4.8% | -2.2% | -2.2% | 0.4% | -3.4% | 0.1% | 1.8%
RXFP1 agonist | 7.7% | / | 0.0% | 1.0% | 0.7% | 1.2% | 1.5% | 0.5% | / | 2.7%

8: Cc1cccc(Oc2ccccc2N)c1
assay / compound | 8
mIDH1 inhibitor | 0.0%
USP1-UAF1 inh | 1.0%
TrxR1 substrate | -3.8%
LDHA block | 2.1
Vif-A3F inh | 1.3%
PI4K2A block | 2.1
Vif-A3G inh | 1.9%
GRP78 ERSR act | -1.5%
RXFP1 agonist | 1.3%

Exported tab-delimited: part of the list above
cpd	canonical_smiles	mIDH1 inhibitor	USP1-UAF1 inh	TrxR1 substrate	LDHA block	Vif-A3F inh	PI4K2A block	Vif-A3G inh	GRP78 ERSR act	RXFP1 agonist
19	O=c1c2ccccc2oc2nc(C3CCCCC3)n(Cc3ccco3)c(=O)c12	3.8%	-15.3%	-1.0%	2.9	/	0.8	1.7%	-4.8%	1.0%
20	CCn1c(C2CC(=O)N(Cc3ccccc3)C2)nc2ccccc21 (stereo not drawn)	0.2%	-14.3%	2.8%[57.1 µM]	1.4	0.2%	0.2	0.6%	-3.4%	0.5%
